Bioassay records from PubChem BioAssay.
Pf apPOL block: Pf-apPOL DNA polymerase inhibition. Recombinant Pf-apPOL, molecular beacon fluorescence, 1.5 h. inhibition, % at 10 µM. 210,000 compounds, 0.25% hits
mHTT CaM bind: mHTT-calmodulin interaction abrogation. P42858. AID 1671202. AlphaScreen His-mHTT/GST-CaM binding, luminescence. 190,000 compounds, 3.6% hits. inhibition, % at 15 µM;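 also: 0% = both proteins with DMSO and 100% = one protein alone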
The depositor's hits bear a star; i = inactive; nt = not tested or not shown; & = joins results of further samples. Rule as the data show it: active = inhibition above about 50%; inactive = the rest.

Each structure is followed by: Pf apPOL block | mHTT CaM bind
1	CCCCn1c(=N)c(S(=O)(=O)c2ccc(C)cc2)cc2c(=O)n3cccc(C)c3nc21
    -7.3 | -4.0
2	COc1ccc(-c2oc3c(c2-c2cnc(OC)nc2)C(O)CC3)cc1 (stereo not drawn)
    -0.2 | 2.0
3	COc1ccc(C(=O)N2CCC(n3c(-c4ccoc4)nc4cccnc43)C2)cc1 (stereo not drawn)
    0.9 | 1.7
4	Nc1ccc2nn(-c3cc([N+](=O)[O-])ccc3O)nc2c1
    -0.1&-3.3 | 20.0&-1.5
5	CC(C)C(=O)NCc1csc(C2CCN(C(=O)c3cccc(Cl)c3)CC2)n1
    7.0 | 3.6
6	CC(=O)Nc1ccc(S(=O)(=O)NCC2CCN(Cc3cccs3)CC2)c(C)c1
    -3.3 | -5.1
7	CCCCN(C)C(=O)c1cc2cn(C(C)C)cc2s1
    -2.3 | 14.5
8	COc1ccc(C2CCCN2C(=O)c2c(OC)cccc2OC)cc1 (stereo not drawn)
    -9.6 | 3.6
9	CCOc1ccc(C(O)c2nccn2C)cc1 (stereo not drawn)
    1.1 | -1.8
10	O=C(c1ccco1)N1CCN(S(=O)(=O)c2ccc3nc(-c4ccccc4)[nH]c3c2)CC1
    -7.8 | 33.0
11	CC(C)C(=O)NCc1csc(C2CCN(C(=O)C3(c4ccccc4)CC3)CC2)n1
    -0.3 | 7.5
12	COc1ccc(-c2coc3cc(O)cc(OC)c3c2=O)cc1OC
    -9.8 | -1.2
13	CCOc1ccccc1N(C)C(=O)c1cc(S(=O)(=O)NC2CCCCC2)ccc1F
    -20.8 | 1.0
14	O=C(NNC(=O)c1cccc2ccccc12)c1cncc(-c2cccs2)c1
    10.0 | nt
15	OCCCNc1ncnc2c1c(-c1ccccc1)cn2-c1ccc(F)cc1
    -0.1 | 45.0
16	Cn1ccnc1Sc1ccc([N+](=O)[O-])cc1Cl
    -3.1 | 3.8
17	CCNc1cc(N2CCC(CCC(=O)NC3CCN(C(=O)OCC)CC3)CC2)ncn1
    -1.8 | -1.4
18	O=C(Cc1ccsc1)Nc1cccn2c(C3CCC3)nnc12
    4.8 | 6.0
19	COc1ccc(OC)c(NC(C)C)c1
    -0.8 | 15.1
20	COc1ccc(CCC(=O)N2CCN(c3nc(CN4CCOCC4)cs3)CC2)cc1
    -4.3 | 9.9
21	CCOc1nccnc1N1CCC(NC(=O)c2cnccn2)C1 (stereo not drawn)
    -1.7 | -0.6
22	COc1cc(C2C(C#N)=C(SCC(=O)NCc3ccccc3)NC3=C2C(=O)CCC3)ccc1O (stereo not drawn)
    0.1 | 8.6
23	Oc1ccc(-c2[nH]ncc2-c2ccccc2)c(O)c1O
    -3.1 | 95.6*
24	Cc1nn(CCCC(=O)Nc2sc3c(c2C#N)CCCC3)c(C)c1[N+](=O)[O-]
    -4.8 | 6.0
25	Cn1c(=O)c2c(ncn2CC(=O)Nc2ccccc2Cl)n(C)c1=O
    -4.1 | -0.5
26	O=C(NCCN1CCOCC1)C(=O)Nc1nccs1
    -5.8 | -13.3
27	CC(=O)Nc1ccc(N2C(=O)c3c(Cl)c(Cl)c(Cl)c(Cl)c3C2=O)cc1
    -8.5 | 11.0
28	Cc1ccc(N2CCN(C(=O)c3cccc(F)c3)C(C)C2=O)c(C)c1 (stereo not drawn)
    0.3 | -5.3
29	Cc1cc(NC(=O)CSc2nccc(=O)[nH]2)no1
    19.3 | -4.0
30	CCOc1c(OC)cccc1C1C(C#N)=C(N)Oc2n[nH]c(-c3ccccn3)c21 (stereo not drawn)
    -14.7 | 29.0
31	CCC[C@H]1CN(Cc2cccnc2)C(=O)[C@@H]1CC(=O)Nc1ccc(Br)cc1
    -3.9 | 15.5
32	COc1cccc(CC(=O)Nc2nnc3ccccn23)c1
    -3.4 | 8.0
33	COc1ccc(-c2cc(C(F)(F)F)nc(NCc3cccnc3)n2)cc1OC
    -2.0 | 10.0
34	Cn1cc(C2=CCN(S(=O)(=O)c3ccccc3)CC2)c2cccnc21
    -5.1 | 21.7
35	COCCc1noc(COC2CCCN(C(=O)NC3CCCC3)C2)n1 (stereo not drawn)
    -2.5 | -12.1
36	C=CCOc1c(Br)cc(C=C2C(=O)NC(=O)NC2=O)cc1OCC
    -7.9 | -2.0
37	Cc1cc(C)n2nc(SCC(=O)NC3CCCCC3)nc2n1
    -6.3 | 7.0
38	Fc1ccc(Cn2cnc3ccccc32)cc1
    1.2 | 1.2
39	O=C(NCC(=O)N1CCCC1)C1CCCCC1
    -6.3 | -7.5
40	O=C(c1sc2cc(F)ccc2c1Cl)N1CCc2ccccc2C1
    -2.5 | -8.0
41	O=C(Nc1ccccc1[N+](=O)[O-])C1COc2ccccc2O1 (stereo not drawn)
    -0.6 | 23.0
42	CC(C)(C)c1ccc(C(=O)c2cccs2)s1
    2.1 | nt
43	CCCCS(=O)(=O)N1CCC(c2nc3ccncc3n2CC)C1 (stereo not drawn)
    -0.5 | 3.6
44	CC(C)c1nc2c(c(=O)n1CC(=O)NCc1ccccc1)CN(Cc1ccccc1)CC2
    -2.7 | 9.1
45	O=C1OC(c2ccc(Br)cc2)=N/C1=C\c1c(F)cccc1Cl
    -2.5 | -5.0
46	N#CCSc1nc2ccccc2c(=O)n1-c1ccccc1
    -1.3 | 5.7
47	CSc1cccc(NS(=O)(=O)c2ccc(Cl)cc2)c1
    -1.7 | -7.8
48	CCN(CC)CCn1c(=N)n(CCO)c2ccccc21
    -1.8 | -2.4
49	COc1ccc(C=Nc2ccc(I)cc2C)cc1OC
    3.8 | -1.0
50	CC(=O)Nc1ccc(-c2noc(C3CCCN(C(=O)c4ccccc4C)C3)n2)cc1 (stereo not drawn)
    -0.6 | 10.0

Continued.
Each structure is followed by: Pf apPOL block | mHTT CaM bind
51	O=c1c2cn[nH]c2nc(SCc2ccccc2F)n1-c1ccc(Br)cc1
    10.4 | 3.0
52	COc1cccc(CNC(=O)C2CCN(c3nnc(-c4ccc(C)cc4)o3)CC2)c1
    2.1 | 2.1
53	O=C(Nc1nnc(-c2ccc(F)cc2)o1)c1ccc(S(=O)(=O)N2CCCC2)cc1
    -61.0 | 19.0
54	CCCc1cc(=S)sc(N)n1
    nt | 9.6
55	O=[N+]([O-])c1cc(-c2cnc3ccccc3n2)ccc1N1CCCCCC1
    -1.1 | 17.0
56	O=C(O)c1ccc(N=c2oc3cc(O)ccc3cc2C(=O)Nc2ccc(Cl)cc2)cc1
    -5.8 | 17.0
57	O=C(NCc1ccc(Cl)cc1)C(=O)NC1CCCCCC1
    -5.8 | -3.7
58	O=C(COc1nsnc1N1CCOCC1)Nc1ccc([N+](=O)[O-])cc1
    4.5 | 7.0
59	COCOCCn1cc(CN2CCS(=O)(=O)N(Cc3ccc(-c4ccc(OC)c(OC)c4)cc3)C(C)C2=O)nn1 (stereo not drawn)
    -7.8 | 7.5
60	Oc1ccc(-c2nc(C3CCCCC3)no2)cc1
    -3.2 | -10.8
61	O=C(NC1CC1)c1cnn2c(C(F)(F)F)cc(-c3ccccc3)nc12
    -10.2 | 17.0
62	COc1cccc(CN2CCOCC2)c1OC
    4.0 | -5.1
63	NS(=O)(=O)c1ccc(Nc2nnc(-c3ccc(O)cc3)c3ccccc23)cc1
    3.0 | -1.7
64	CCOC(=O)c1sc(NC(=O)C2CCCCN2S(=O)(=O)c2cccs2)cc1C (stereo not drawn)
    -3.9 | -13.3
65	CCC(C)N1CCN(CC2CC=CCC2)CC1 (stereo not drawn)
    0.7 | -7.6
66	Nc1nc(N2C(=O)c3ccccc3C2=O)nn1-c1ccccc1
    -0.2 | -5.8
67	CSc1ncccc1C(=O)Nc1ccc2c(c1)C(=O)N1CCCCC1CCO2 (stereo not drawn)
    0.5 | 20.9
68	N/C(=N\OCC(=O)Nc1ccccc1)c1nonc1N
    -2.5 | i
69	CC(C)CCNC(=O)C1CCN(c2cnn(Cc3ccccc3)c(=O)c2)CC1
    -0.9 | -5.2
70	COc1ccc(C2CCN(C(=O)Nc3cccc(C(F)(F)F)c3)C2)cc1 (stereo not drawn)
    3.8 | -29.3
71	CCc1cc2c(=O)c(-c3ccc4c(c3)OCCCO4)coc2cc1OC(=O)c1ccco1
    -9.0 | 1.2
72	O=C1C2C3C=CC(C4CC34)C2C(=O)N1c1ccc(F)cc1 (stereo not drawn)
    3.2 | 2.0
73	CC(=O)C1=C(C)NC(SCC(N)=O)=C(C#N)C1c1ccc(Cl)cc1 (stereo not drawn)
    0.7 | 7.3
74	CCOc1ccccc1CN1C(=O)CCC1(C)C(=O)NC(C)CC (stereo not drawn)
    1.7 | -1.0
75	Cc1ccc(C2CCCCCN2C(=O)Nc2ccc3c(c2)OCO3)s1 (stereo not drawn)
    -3.8 | 25.8
76	O=c1/c(=C/c2cccc([N+](=O)[O-])c2)sc2nncn12
    1.8 | 3.0
77	COc1ccc(Cl)cc1NC(=O)CN(C)S(=O)(=O)c1ccc(Cl)cc1
    1.5 | -5.5
78	CCc1ccccc1N1CCN(C(=O)COc2ccc(Cl)cc2)C(C)C1=O (stereo not drawn)
    -6.7 | 12.5
79	O=C(NCc1ccccc1)C1CCCN(c2ncnc3c2oc2ccccc23)C1 (stereo not drawn)
    1.1 | -1.9
80	Cc1c(O)ccc2c1OCC2=O
    5.5 | 2.3
81	COc1ccc(-c2nnc(NC(=O)c3ccccc3I)s2)cc1
    -6.3 | -1.4
82	COc1cccc(-c2nc(C=Nc3ccc(Cl)c([N+](=O)[O-])c3)c(O)o2)c1
    -5.0 | 24.0
83	COc1ccccc1N1C(=O)CC(N2CCN(c3ccc(Cl)cc3)CC2)C1=O (stereo not drawn)
    -3.7 | 4.2
84	CN(C)CCNC(=O)C1CCN(c2ncccc2-c2nc(-c3ccccc3)no2)CC1
    -4.6 | -4.1
85	O=C(c1cccc(OC(F)(F)F)c1)N1CCn2cnnc2C1
    -0.4 | -6.8
86	CC(O)(CCc1ccccc1)CNC(=O)CSc1ccc(F)cc1 (stereo not drawn)
    -31.9 | -12.2
87	CCCC(=O)c1cc2c(cc1N)OCCO2
    -6.7 | -0.3
88	Cc1ccc(NC(=O)Nc2ccc3nnc(C)n3c2)c(C)c1
    0.1 | -5.3
89	Cn1nc(NC(=O)C(C)(C)Oc2ccc(Cl)cc2)c2c1NC(=O)CC2c1ccccc1 (stereo not drawn)
    -7.6 | -10.6
90	Fc1cccc(-c2nc3cc(N4CCOCC4)c(N4CCOCC4)cc3[nH]2)c1
    1.5 | 28.4

Copied from above: nos. 74 to 87
Each structure is followed by: Pf apPOL block | mHTT CaM bind
74	CCOc1ccccc1CN1C(=O)CCC1(C)C(=O)NC(C)CC (stereo not drawn)
    1.7 | -1.0
75	Cc1ccc(C2CCCCCN2C(=O)Nc2ccc3c(c2)OCO3)s1 (stereo not drawn)
    -3.8 | 25.8
76	O=c1/c(=C/c2cccc([N+](=O)[O-])c2)sc2nncn12
    1.8 | 3.0
77	COc1ccc(Cl)cc1NC(=O)CN(C)S(=O)(=O)c1ccc(Cl)cc1
    1.5 | -5.5
78	CCc1ccccc1N1CCN(C(=O)COc2ccc(Cl)cc2)C(C)C1=O (stereo not drawn)
    -6.7 | 12.5
79	O=C(NCc1ccccc1)C1CCCN(c2ncnc3c2oc2ccccc23)C1 (stereo not drawn)
    1.1 | -1.9
80	Cc1c(O)ccc2c1OCC2=O
    5.5 | 2.3
81	COc1ccc(-c2nnc(NC(=O)c3ccccc3I)s2)cc1
    -6.3 | -1.4
82	COc1cccc(-c2nc(C=Nc3ccc(Cl)c([N+](=O)[O-])c3)c(O)o2)c1
    -5.0 | 24.0
83	COc1ccccc1N1C(=O)CC(N2CCN(c3ccc(Cl)cc3)CC2)C1=O (stereo not drawn)
    -3.7 | 4.2
84	CN(C)CCNC(=O)C1CCN(c2ncccc2-c2nc(-c3ccccc3)no2)CC1
    -4.6 | -4.1
85	O=C(c1cccc(OC(F)(F)F)c1)N1CCn2cnnc2C1
    -0.4 | -6.8
86	CC(O)(CCc1ccccc1)CNC(=O)CSc1ccc(F)cc1 (stereo not drawn)
    -31.9 | -12.2
87	CCCC(=O)c1cc2c(cc1N)OCCO2
    -6.7 | -0.3

Next records follow:
Each structure is followed by: Pf apPOL block | mHTT CaM bind
91	CCOC(=O)CS(=O)(=O)C(c1ccccc1)S(=O)(=O)CC(=O)OCC
    12.7 | nt
92	O=C1NCCN1CCNC(=S)Nc1cc(C(F)(F)F)cc(C(F)(F)F)c1
    -4.9 | nt
93	COc1cc(Cl)ccc1C(=O)N1CCCC1COc1ccc(C(=O)NC(C)C)cc1 (stereo not drawn)
    -2.8 | 1.7
94	COc1ccc(C2CC(=O)C3=C(C2)Nc2ccccc2NC3c2ccccc2Br)cc1 (stereo not drawn)
    -7.0 | 12.0
95	CCc1ccc(NC(=O)N2CCc3nc(C)ncc3C2)cc1
    -10.4 | 7.0
96	C#CCOc1ccc(C2CC(=O)Nc3n[nH]c(-c4ccccc4)c32)cc1OC (stereo not drawn)
    -1.1 | 40.6
97	COc1cccc(C(=O)NCC(O)c2ccoc2)c1OC (stereo not drawn)
    -3.2 | -2.8
98	Cc1ccccc1NC(=O)CSc1nc2c(oc3ccccc32)c(=O)n1CC1CCCO1 (stereo not drawn)
    -2.3 | 22.6
99	Cc1c(C=O)c2ccccc2n1CC(=O)NCC1CCCO1 (stereo not drawn)
    3.4 | -3.7
100	COc1ccc(C2CC(C3C(=O)c4ccccc4C3=O)=NN2)cc1 (stereo not drawn)
    -1.2&-5.8 | 100.0*

Results in sequence from the list.
Pf apPOL block for entries 96 to 99: -1.1, -3.2, -2.3, 3.4
mHTT CaM bind for entries 96 to 99: 40.6, -2.8, 22.6, -3.7

The results go on:
Each structure is followed by: Pf apPOL block | mHTT CaM bind
101	Cc1csc2c(=O)n(Cc3ccccc3)cnc12
    -3.1 | 0.4
102	Cc1c2occ(-c3ccccc3)c2cc2c3c(c(=O)oc12)CCC3
    -1.5 | 1.0
103	Cn1nc(COCc2ccccc2)c2c1CCN(S(=O)(=O)c1ccccc1)C2
    0.4 | 26.8
104	Cn1c(C2CCN(S(=O)(=O)c3ccc(F)c(F)c3)C2)nc2cccnc21 (stereo not drawn)
    -6.8 | -4.4
105	Cc1ccc(C(O)=C2C(=O)C(=O)N(CCCC(=O)O)C2c2ccc3c(c2)OCO3)cc1 (stereo not drawn)
    -0.5 | 1.0
